EWS-Fli inh – inhibitors of EWS/Fli oncoprotein transcriptional activity; inhibition, % at 12.6 µM; A673 NR0B1-luciferase reporter, viability-normalised; 350,000 compounds, 0.67% hits;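 active means mean inhibition of at least 50% after viability correction, with every replicate also passing that limit; inconclusive means mean reaches 50% but only one of two replicates passes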;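 further: firefly luciferase signal divided by Alamar Blue viability fluorescence both relative to DMSO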
miR122 inh – blocks miR-122 activity in Huh7 sensor cells | 340,000 compounds, 0.3% hits | Huh7 miR-122 Renilla luciferase sensor, 48 h; neutral wells = 0, positive control = 100 | activation (reporter increase), % at 12.5 µM;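 active means mean replicate activation score at least 90 and every replicate individually at or above 90; inconclusive means only one of the two criteria met; inactive means neither criterion met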;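 further: higher luciferase means less miR-122 activity so hits act as miR-122 inhibitors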
PAX8 inh HTS – PAX8 transcriptional activity inhibition. RMG-I TPO-luciferase reporter, SteadyGlo, 24 h. inhibition, % at 12.6 µM. 360,000 compounds, 1.2% hits. AID 652154;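 active means mean replicate inhibition at least 60% with every replicate also reaching 60%; inconclusive means only one of the two criteria is met; inactive means mean below 60% and not all replicates reaching 60%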;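 further: luciferase light reporting Pax8 driven TPO promoter activity; plate controls were median of neutral control wells for no effect and mitoxantrone controls for full effect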
CFTR F508del cor – correctors of CFTR F508del function in bronchial epithelial cells | activity (quench increase), % at 7.58 µM | 350,000 compounds, 0.36% hits | CFBE cells, YFP halide quenching; stimulated with forskolin plus potentiator P3; % fluorescence drop versus neutral controls;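 active means mean added fluorescence quench of at least 8% versus neutral control, with both replicates also reaching 8%; inconclusive means only one of the mean or replicate conditions met; inactive means mean below 8% and not both replicates reaching 8%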;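 further: cells transiently co-express mutant CFTR-F508del with the halide-sensitive YFP; corrector assay measuring rescue of mutant channel to the surface after 24 h compound exposure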
INS-1E GSIS act – GLuc luminescence reporter in INS-1E cells, primary screen for activators of glucose-dependent secretion of insulin; AID 743287; 370,000 compounds, 0.61% hits; INS-1E GLuc reporter insulin secretion, 2-3 h; activation, % at 16.6 µM;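 active means lowest replicate activation of at least 40%, so every replicate reaches that level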;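 further: 0% = median of neutral control wells and 100% = median of IBMX positive control wells; some compounds called inactive have numbers as strong as hits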
DENV2 CPE rescue – protects cells from dengue virus 2 cytopathic effect; DENV2-infected cells, cytopathic effect rescue, plate reader; CPE inhibition, % at 9.99 µM; 350,000 compounds, 1.7% hits; AID 651640; in the data active means CPE inhibition above about 20%, passing the limit was not always enough; inconclusive means no clear call, values can overlap the other calls; tested in BHK-21 cells;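 further: 0% = median of neutral control wells and 100% = median of positive control wells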
FN deposition inh – fibronectin deposition inhibition. AH1F fibroblasts, Alexa488-fibronectin deposition fluorescence, overnight. inhibition, % at 12.6 µM. 350,000 compounds, 0.086% hits;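 active means mean inhibition across replicates of 30% or more, regardless of how many single replicates reach that level; inconclusive means mean under 30% yet at least half of replicates reach 30%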;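 further: positive control wells lacked labelled fibronectin entirely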
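Material: AH1F fibroblasts assembling fluorescent fibronectin matrix; amount: 10000 AH1F cells/well; medium: DMEM, 2% serum; reagent: Alexa488-fibronectin, 24 nM final in well; dosing: single compound dose, delivered by pin transfer; incubation: 1 h adhesion, overnight exposure; detection: fluorescence after three HBSS washes, excitation 485 nm, emission 525 nm; measure: fibronectin deposition inhibition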
An asterisk follows results filed as active; ? = inconclusive; . = no result given; & = joins results of further samples; [ ] = dose if it differs, or a comment. Random draw from the library; about 3.9% have a hit in one of these screens.

SMILES	EWS-Fli inh	miR122 inh	PAX8 inh HTS	CFTR F508del cor	INS-1E GSIS act	DENV2 CPE rescue	FN deposition inh
O=[N+]([O-])c1ncn(Cc2ccccc2Cl)n1	-1.1	.	-15.2	.	4.0	.	.
CN(CC1COc2ccccc2O1)C(=O)c1cccc(S(=O)(=O)N2CCCC2)c1 (centres undefined)	5.7	1.9	15.6	1.0	6.8	-6.0	-1.6
CCN1[C@@H]2Cn3c(ccc(-c4ccncc4)c3=O)[C@H]1[C@@H](C(=O)NCc1ccccc1)[C@@H]2CO	-7.7	4.5[16.7 µM]	-17.1	1.6	5.2	0.6	.
CN(C)C(=O)N1CCN(C(=O)[C@@H](Cc2ccccc2)NC(=O)[C@H]2O[C@@H](n3ccc(N)nc3=O)[C@H](O)[C@@H]2O)CC1	-10.8	.	-1.1	-3.3	13.5	10.6	-3.8
C[C@@H]1CN([C@H](C)CO)C(=O)c2cccc(NC(=O)c3cnccn3)c2O[C@@H]1CN(C)S(=O)(=O)c1ccc(Cl)cc1	3.3	3.5[16.7 µM]	.	-1.2	-10.7	.	7.2
C=C[C@]1(C)C[C@H]1[C@H](NP(=O)(c1ccccc1)c1ccccc1)c1ccccc1	0.1	89.6	-1.8	1.6	-1.5	10.2	-0.4
CCC1(CC)NC(=O)N(CC(=O)NC(=O)NCc2ccccc2)C1=O	0.2	-13.5	2.2	-0.2	-6.1	-3.9	1.7
Cc1ccc2c(=O)n3c(nc2c1)C(Cc1ccccc1)NC(=O)c1cccnc1-3 (centres undefined)	2.6	1.7	5.8	-0.5	4.6	2.5	3.8
O=C(Nc1ccccc1)C1=C[C@@H](c2ccccc2)C[C@@H](OCc2ccc(CO)cc2)O1	-36.9&-30.4	1.8	-25.5&-28.4	-0.6&0.6	3.8	4.2&-11.7	-15.6
O=C(CCNC(=O)c1ccc(Cl)cc1)Nc1ccc(F)cc1F	.	.	-1.4	.	-9.2	.	0.6
COC(=O)[C@@H]1[C@@H](CO)[C@@H]2Cn3c(cccc3=O)[C@@H]2N1C(=O)C1CCCCC1	-6.8	2.0[16.7 µM]	.	1.6	-0.1	1.4	.
O=C(COC(=O)c1cc(S(=O)(=O)N2CCOCC2)ccc1F)NCc1ccco1	6.1	-1.9	-2.5	3.6	10.8	-6.9	-9.6
O=C(NNS(=O)(=O)c1cccc(Cl)c1)c1cc(-c2ccc(F)cc2)nc2ccccc12	8.1	-3.7	-7.3	-0.7	-18.7	3.9	-4.5
O=C(N[C@H](C(=O)N1CCC[C@H]1C(=O)NCCc1ccccc1Cl)c1ccccc1)c1ccccc1	-1.0	.	10.4	2.8	.	4.8	9.7
O=C(COc1ccc(Cl)cc1)NCc1nnc(SCC(=O)NCCc2ccccc2)o1	.	-7.4	27.3	.	.	.	7.5
CCNC(=O)N1CCN(c2ccc(N3CCN(Cc4ccccc4)[C@@H](C)C3)c(C)c2)[C@H](C)C1	16.7	.	25.0	3.0	.	4.1	-17.7
C[C@@H]1CN([C@H](C)CO)C(=O)CCCn2nncc2CO[C@H]1CN(C)Cc1ccccc1	10.7&-6.4&2.4	-6.5	3.6&-4.9&-5.2	-3.5&-1.0&3.0	17.6&33.5	15.3&-4.3	-2.6&-8.6
COc1ccccc1-c1nnc(NC(=O)c2ccc3ncsc3c2)o1	0.8	.	-107.5	.	20.4	6.1	-1.9
C/C(=C\C(=O)c1ccccc1)Nc1cccc(O)c1	-89.2	.	.	0.8	21.0	-5.6	.
C/C(=N\NC(=O)Cn1nc(C)cc1C)c1ccc([N+](=O)[O-])cc1	7.7	.	10.8	-1.6	7.5	4.8	3.2
CCOC(=O)C1CCN(C(=O)CCn2c(=O)[nH]c3ccsc3c2=O)CC1	.	-6.0	8.4	.	.	.	7.7
CN(Cc1ccccc1)C(=O)c1ccc(NC(=O)Cc2ccc(NC(=O)C3CCCN(C(=O)C4CCC4)C3)cc2)cc1 (centres undefined)	-3.0	.	6.7	-3.2	13.9	?	-6.0
C[C@H](NC(=O)C[C@@H]1C=C[C@H](NC(=O)C2CC2)[C@@H](CO)O1)c1ccccc1	-6.3	.	7.2	1.1	8.8	1.4	-11.9
O=C(NC(=S)N1CCN(C/C=C/c2ccccc2)CC1)c1ccc(Cl)nc1	18.8	9.7	-9.7	-2.6	.	1.4	-1.4
CCOC(=O)Nc1cccc2ccccc12	1.0	.	.	3.3	-1.3	.	.
O=C(NCC1CCCO1)c1cccc(NC(=O)c2ccccc2)c1 (centres undefined)	-3.7	-2.2	-1.3	-0.6	15.8	3.9	.
Cc1ccc(C2CC2c2n[nH]c(=S)n2-c2cccc(C)c2)cc1 (centres undefined)	11.9	.	19.2	-2.1	-11.4	2.2	-12.1
CN(C)CCCNc1c2c(nc3ccccc13)CCC2	20.6	-4.3	2.3	3.4	11.2	-2.7	12.4
COc1ccc(CN(C)C[C@H]2OCCCC[C@H](C)Oc3ccc(NC(=O)Nc4cccc5ccccc45)cc3C(=O)N([C@@H](C)CO)C[C@H]2C)cc1	44.8	-7.2[16.7 µM]	19.2	2.6	1.9	-12.2	.
O=C(Nc1cccc(F)c1)/C(=C\c1cccnc1)NC(=O)c1ccco1	9.9	.	4.9	3.1	-0.4	-1.1	-36.1
CCCC#Cc1ccc2c(c1)O[C@@H](CN(C)Cc1cccnc1)[C@H](C)CN([C@@H](C)CO)S2(=O)=O	17.3	14.3[16.7 µM]	30.6	.	-30.0	-11.9	-5.5
COc1ccc(-c2ccc3c(c2)[C@@H]2[C@@H](CCN2C(=O)Nc2ccccc2OC)[C@@H](CO)N3C)cc1	0.6	8.5[16.7 µM]	-1.1	0.1	-11.7	-32.5	-5.7
N#C/C(=C\c1cccc([N+](=O)[O-])c1)c1nnc2n1CCCCC2	.	.	6.8	.	-13.3	.	-1.7
OCc1ncccc1O	19.6	.	16.1	-1.5	20.7	3.7	5.8
COc1ccc(NC(=O)c2cc(Cl)ccc2Cl)c([N+](=O)[O-])c1	4.9	-3.3	-0.8	.	.	-2.0	7.3
COc1cc(NC(=O)c2sc3nc(C)nc(N4CCOCC4)c3c2C)cc(OC)c1OC	0.1	2.7	2.7	-0.9	6.8	9.4	-0.8
CN1c2ccc(C3=CCCCC3)cc2[C@@H]2[C@@H](CCN2C(=O)C2CCC2)[C@H]1CO	5.2	.	.	2.5	-21.4	13.4	0.8
C[C@H]1CN([C@@H](C)CO)C(=O)c2cc(NC(=O)C3CC3)ccc2O[C@H]1CN(C)C(=O)Nc1ccc(C(F)(F)F)cc1	-8.8	7.7[16.7 µM]	.	-0.5	-14.7	-6.2	.
Cc1ccc(-c2nc(NC(=O)CSc3ccc4ccccc4n3)ns2)cc1	-27.4	8.7	-1.5	1.4	3.9	-7.2	-9.4
CCCCS(=O)(=O)Nc1ccc(C)cn1	-10.7	-1.0	32.0	-1.6	0.8	-2.0	-14.9
COc1ccc(CNC(=S)Nc2cccc(Cl)c2)cc1	8.1	37.7	-21.8	-0.2	.	1.9	8.8
OCCNc1nc(Nc2ccccc2C(F)(F)F)nc(N2CCCC2)n1	-0.5	.	9.7	0.6	-23.0	-7.7	1.3
O=C(NCCc1nnc2ccc(NCc3cccnc3)nn12)c1ccccc1F	-5.1	.	-11.7	-0.8	27.3	.	5.7
CC1CCN(c2ccc(C(=O)Nc3nnc(C4CC4)s3)cc2[N+](=O)[O-])CC1	3.4	.	13.6	.	0.7	13.4	2.0
CC1Cc2ccccc2N1C(=S)NC(=O)c1ccco1 (centres undefined)	4.8	.	-3.3	-0.5	-7.0	9.6	-2.5
CC(=O)N1CCOc2ccc(S(=O)(=O)N3CCC(C(=O)NCc4ccccc4)CC3)cc21	.	-3.4	-18.0	0.5	3.9	3.8	4.9
C[C@H](CO)N1C[C@H](C)[C@H](CN(C)S(=O)(=O)c2cn(C)cn2)Oc2ccc(NC(=O)CCC(F)(F)F)cc2C1=O	-1.9	0.5[16.7 µM]	.	-2.3	26.9	1.6	.
O=c1[nH]cccc1-c1nc2ccccc2n1Cc1cccc(Cl)c1	-13.2	-8.0	-1.5	-0.1	26.7	5.3	-5.5
Cc1ccc(-c2cc(C(=O)N/N=C/c3ccccc3)n[nH]2)o1	-44.5	9.2	1.0	-1.4	7.8	4.8	1.2
CC(=O)NC[C@@H]1[C@@H](c2ccccc2)[C@H](CO)N1C(=O)Cc1cccnc1	-5.6	0.0[16.7 µM]	-14.7	0.4	-2.7	-0.3	-0.8
O=c1cc(O)nc(SCc2ccccc2)n1-c1ccccc1	.	-5.7&2.9	3.8	.	-9.8	.	.
Cc1cc(NS(=O)(=O)c2ccc(NC(=S)NC(=O)c3ccc(F)cc3Cl)cc2)no1	2.8	.	25.5	.	12.6	78.9*	-8.4
Cc1cc(CN(C)C(=O)C2CCC(=O)N(CCc3ccccc3)C2)n[nH]1 (centres undefined)	-8.8	-0.6	-6.4	0.6	-0.3	-9.7	-4.2
CCCCNC(=O)C1c2ccccc2OCC(=O)N1CC(F)(F)F (centres undefined)	-4.9	.	-16.4	-1.6	-0.2	2.6	7.1
Cc1noc(C)c1S(=O)(=O)Nc1ccc2c(c1)C(=O)N([C@H](C)CO)C[C@@H](C)[C@@H](CN(C)C(=O)NC1CCCCC1)OCCCC[C@H](C)O2	4.9	6.8[16.7 µM]	-5.8	3.3	-18.7	-1.4	.
CC1CCCCN1C(=O)COc1ccccc1F (centres undefined)	1.9	-8.1	13.2	1.6	2.3	1.0	-4.3
Cc1ccc2nc(-c3ccccn3)c(NC3CCCC3)n2c1	2.1	-3.9	-77.1	-0.1	-3.4	1.3	-0.8
Cc1cc2nc(-c3cc(N4CCOCC4)ccc3[N+](=O)[O-])ccn2n1	10.0	-2.2	-1.5	-0.9	-3.7	7.8	0.5
CC(C)NC(=O)N(C)C[C@H]1Oc2ncc(C#CC3CCCC3)cc2C(=O)N([C@@H](C)CO)C[C@@H]1C	0.4	13.8[16.7 µM]	2.4	4.2	-6.0	-15.2	-8.2
CCN(C(=O)CSc1nnc(-c2ccccc2)n1C)C1CCS(=O)(=O)C1 (centres undefined)	2.8	.	4.2	0.2	8.5	-3.0	-1.3

Just CFTR F508del cor, for 3 of the compounds above:
| Molecule | CFTR F508del cor |
| --- | --- |
| O=c1[nH]cccc1-c1nc2ccccc2n1Cc1cccc(Cl)c1 | -0.1 |
| Cc1ccc(-c2cc(C(=O)N/N=C/c3ccccc3)n[nH]2)o1 | -1.4 |
| CC(=O)NC[C@@H]1[C@@H](c2ccccc2)[C@H](CO)N1C(=O)Cc1cccnc1 | 0.4 |

New compounds follow.
SMILES	EWS-Fli inh	miR122 inh	PAX8 inh HTS	CFTR F508del cor	INS-1E GSIS act	DENV2 CPE rescue	FN deposition inh
CC(=O)c1cccc(OCC(O)CN2CCN(C(=O)c3ccco3)CC2)c1 (centres undefined)	-0.9	-1.7	-3.6	-3.4	1.7	-2.3	5.4
COc1ccc(S(=O)(=O)NCCC(=O)Nc2ccc(C)cc2)cc1	11.0	2.3	11.4	-1.6	5.8	-6.9	4.5
CCOC(=O)C1=C[C@@H](C(C)(C)C)N(S(=O)(=O)c2ccc(C)cc2)[C@H]1c1cccc(Cl)c1	-3.7	2.7	34.0	-1.2	6.2	-2.8	0.6
CCN(CC)C(=O)C1CCCN(Cc2cccc(F)c2)C1 (centres undefined)	.	12.4	-20.4	.	.	.	-7.0
CCCNC(=O)N1[C@@H]2c3ccc(-c4cccc(OC)c4)c(=O)n3C[C@H]1[C@H](CO)[C@H]2C(=O)NCC	-0.2	-3.0[16.7 µM]	-22.4	3.4	7.4	-0.8	.

Source: PubChem
